Source: PubChem (National Center for Advancing Translational Sciences (NCATS))
EPAC1 antag – EPAC1 (human) antagonism | O95398 | EPAC1 GEF assay, Rap1b-BODIPY-GDP exchange fluorescence | Potency, µM (titrated, usually from 115 µM), for the others: at the top dose activity change, negative = inhibition, most hits filed as inhibitors | 360,000 tested, 0.14% active | AID 720709;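 further: potency means the concentration at half of the fitted maximal effect; plate controls were vehicle for no effect and positive control for full effect; nearly all actives have a fitted effect of over 50% in size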
EPAC1 ag – EPAC1 (human) agonism | EPAC1 agonist qHTS, biochemical assay; response scale: 100% = response to 6.5 mM cAMP | Potency, µM (titrated, usually from 154 µM), for the others: at the highest dose activation, actives largely listed as activators | 360,000 tested, 0.073% active | AID 720707; further: potency means the concentration at half of the fitted maximal effect; nearly all actives have a fitted effect of over 60% in size
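Compounds were pinned as a concentration titration into mixtures of EPAC1 (100 nM), BODIPY-GDP-loaded Rap1B (250 nM) and GDP (50 uM). After 5 min at room temperature, fluorescence was followed for 30 min; activity was scaled to 6.5 mM cAMP.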
IL2 activator – activates IL-2 in a cell-based reporter assay. 360,000 tested, 0.065% active. activation, % (series mostly up to about 46 µM). IL-2 activation reporter assay, cell-based qHTS; stimulated with anti-CD3/CD4/CD28 beads; in transgenic mouse T cells; in the data active means activation above about 50%; inconclusive means mostly about 30% to 49%; further: 0% is about no effect
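Readout: EGFP and DsRed signals by fluorescent plate cytometry. Unstimulated transgenic mouse T cells received compound 60 min before antibody-bead stimulation, then incubated 18 h at 37 degrees C.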
WRN helicase inh – inhibitors of human WRN helicase; Q14191; WRN helicase unwinding, fluorescent forked duplex, kinetic; Potency, µM (titrated, usually from 114 µM), inactives show at the highest dose activity change, negative = inhibition, usual class: inhibitors; 360,000 tested, 0.46% active; further: potency means the concentration at half of the fitted maximal effect; on the % scale 0 is the no-effect control and ±100 the full control effect; nearly all actives have a fitted effect of over 55% in size
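Screening of the MLSMR collection measured strand separation of a quenched forked DNA duplex (100 nM) by 20 nM WRN with 2 mM ATP, all final. Compounds were preincubated with enzyme 15 min at room temperature.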
FUS yeast rescue – suppressors of FUS proteinopathy in yeast. AID 1347120. 390,000 tested, 0.24% active. S. cerevisiae FUS-expressing, growth rescue, OD600, 24 h. Potency, µM (series often up to 76.6 µM), for inactives: at the top dose growth rescue (activation), most hits filed as activators;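 further: potency means the concentration at half of the fitted maximal effect; plate controls were DMSO vehicle for no effect and reference control for full effect; nearly all actives have a fitted effect of over 55% in size; some results filed as inactive show a strong effect at the top dose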
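Quantitative HTS measuring growth restoration of FUS-toxic yeast. Galactose-induced cells (OD 0.005) were exposed 24hr at 30C to compounds at several concentrations, then absorbance at 600 nm was recorded.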
Abeta rescue – restores growth of yeast expressing A-beta42 peptide; yeast expressing A-beta42, growth rescue, OD600, 48 h; response scale: 0% DMSO, 100% iron-clioquinol control; 410,000 tested, 0.063% active; Potency, µM (highest dose often 46.1 µM), for inactives: top-dose growth rescue, usual class: activators; AID 1347071; further: potency means the concentration at half of the fitted maximal effect; nearly all actives have a fitted effect of over 55% in size
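Yeast A-beta toxicity model in growth medium with pinned compounds, 48 h at 30 C; growth read as absorbance at 600 nm. Normalized to FeCl3/clioquinol equimolar mix (positive) and DMSO (negative).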
PI5P4K alpha inh – PI5P4K alpha (human) kinase inhibition; P48426; AID 652105; max response, %; PI5P4Kalpha enzyme, ADP-Glo luminescence, 60 min; active compounds read low; 330,000 tested, 1.2% active; active means max response of -50% or lower; inconclusive means between -30% and -50%; inactive means -30% or higher; further: value at the top dose of about 77 µM; on the % scale 0 is the no-effect control and ±100 the full control effect
Target sequence (P48426 whole entry, looked up): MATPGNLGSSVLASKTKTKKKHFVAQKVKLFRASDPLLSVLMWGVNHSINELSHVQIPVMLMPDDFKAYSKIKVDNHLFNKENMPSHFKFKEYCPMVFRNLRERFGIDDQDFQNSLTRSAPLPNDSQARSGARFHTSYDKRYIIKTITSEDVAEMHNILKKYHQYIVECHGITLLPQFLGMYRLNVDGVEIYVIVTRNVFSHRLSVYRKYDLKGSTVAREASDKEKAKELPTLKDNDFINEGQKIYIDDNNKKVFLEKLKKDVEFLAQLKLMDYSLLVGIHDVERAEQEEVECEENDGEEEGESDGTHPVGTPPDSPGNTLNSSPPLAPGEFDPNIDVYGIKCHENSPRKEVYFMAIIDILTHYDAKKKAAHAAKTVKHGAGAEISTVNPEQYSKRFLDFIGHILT
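Enzyme plus substrate dispensed, test compounds pinned in, then ATP (5 microM final) added. After 60 min at RT, ADP-Glo reagent 1 for 45 min and reagent 2 for 30 min preceded luminescence imaging.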
PLK1 PBD inh – blocks phosphopeptide binding to human PLK1 polo-box domain | Potency, µM, for the others: max response, negative = inhibition, most hits filed as inhibitors | Plk1 PBD binding of FITC phosphopeptide, fluorescence polarization | 360,000 tested, 2.8% active; further: potency means the concentration at half of the fitted maximal effect; series mostly up to about 57 µM; on the % scale 0 is the no-effect control and ±100 the full control effect; nearly all actives have a fitted effect of over 65% in size
Target sequence (P53350 whole entry, looked up, the tested form may be a part): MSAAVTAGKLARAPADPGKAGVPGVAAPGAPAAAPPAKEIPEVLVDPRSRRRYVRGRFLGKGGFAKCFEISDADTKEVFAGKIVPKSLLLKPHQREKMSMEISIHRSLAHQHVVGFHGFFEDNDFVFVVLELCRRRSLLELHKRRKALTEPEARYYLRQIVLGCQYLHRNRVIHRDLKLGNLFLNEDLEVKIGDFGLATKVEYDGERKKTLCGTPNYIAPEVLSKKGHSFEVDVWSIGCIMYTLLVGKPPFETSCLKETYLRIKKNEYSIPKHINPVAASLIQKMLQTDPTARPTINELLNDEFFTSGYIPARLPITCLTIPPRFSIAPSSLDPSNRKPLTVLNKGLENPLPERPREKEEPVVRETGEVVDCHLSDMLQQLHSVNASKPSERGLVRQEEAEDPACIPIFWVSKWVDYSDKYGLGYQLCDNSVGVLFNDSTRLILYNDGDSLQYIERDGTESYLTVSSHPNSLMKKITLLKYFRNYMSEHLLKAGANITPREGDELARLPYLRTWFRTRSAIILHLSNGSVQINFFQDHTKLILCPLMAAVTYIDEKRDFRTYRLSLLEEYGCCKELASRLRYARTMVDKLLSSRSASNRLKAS
* marks the source's active call; other numbers are inactive results; ? = inconclusive; nt = not tested or not shown; & = joins results of further samples; [ ] = another dose, or the depositor's remark. Unless noted, the call rests on the fitted dose curve; in most records, active means well fitted curve in the direction sought with a large enough effect; inconclusive means small, poorly fitted or top-dose-only effect, or another doubt; inactive means no such curve, though single readings can be large; an effect the other way counts as inactive or inconclusive. Outcome played no part in choosing rows. Share with any hit: about 4.1%.

Preview, 7 compounds:
SMILES | EPAC1 antag | EPAC1 ag | IL2 activator | WRN helicase inh | FUS yeast rescue | Abeta rescue | PI5P4K alpha inh | PLK1 PBD inh
CCn1c(SCC(=O)Nc2ccc3[nH]c(=O)[nH]c3c2)nc2ccccc21 | 7% | 17% | -2.4 | -9% | nt | -8% | ? | -4%
Cc1oc(-c2ccccc2F)nc1CS(=O)(=O)CC(=O)NCCCN1CCc2ccccc2C1 | -3% | -4% | 1.0 | 2% | -4% | -2% | 2 | -2%
COC(=O)c1cc(COc2ccc3ccc(=O)oc3c2)c(C)o1 | -14% | 9% | 3.9 | -23% | 29% | -7% | 1 | -11%
O=C1C2C3c4ccccc4C(c4ccccc43)C2C(=O)N1/N=C/c1cccc(O)c1 (stereo not drawn) | -19% | 27% | 2.9 | -18% | 16% | -10% | 0 | -7%
COc1ccc(NC(=S)N2CCC(NC(=O)c3cccc(C)c3)CC2)cc1 | 10% | -7% | -3.0 | 2% | 16% | 7% | -7 | -3%
Cc1nc(C)c(C(=O)OCC(=O)NCc2ccccc2)s1 | -8% | 0% | 0.3 | 4% | -10% | 3% | -2 | 0%
O=[N+]([O-])c1c(NCc2ccco2)ncnc1NCc1ccco1 | -6% | 6% | -0.6 | 9% | -9% | -31% | 2 | -1%

The listing, repeating the preview:
SMILES | EPAC1 antag | EPAC1 ag | IL2 activator | WRN helicase inh | FUS yeast rescue | Abeta rescue | PI5P4K alpha inh | PLK1 PBD inh
CCn1c(SCC(=O)Nc2ccc3[nH]c(=O)[nH]c3c2)nc2ccccc21 | 7% | 17% | -2.4 | -9% | nt | -8% | ? | -4%
Cc1oc(-c2ccccc2F)nc1CS(=O)(=O)CC(=O)NCCCN1CCc2ccccc2C1 | -3% | -4% | 1.0 | 2% | -4% | -2% | 2 | -2%
COC(=O)c1cc(COc2ccc3ccc(=O)oc3c2)c(C)o1 | -14% | 9% | 3.9 | -23% | 29% | -7% | 1 | -11%
O=C1C2C3c4ccccc4C(c4ccccc43)C2C(=O)N1/N=C/c1cccc(O)c1 (stereo not drawn) | -19% | 27% | 2.9 | -18% | 16% | -10% | 0 | -7%
COc1ccc(NC(=S)N2CCC(NC(=O)c3cccc(C)c3)CC2)cc1 | 10% | -7% | -3.0 | 2% | 16% | 7% | -7 | -3%
Cc1nc(C)c(C(=O)OCC(=O)NCc2ccccc2)s1 | -8% | 0% | 0.3 | 4% | -10% | 3% | -2 | 0%
O=[N+]([O-])c1c(NCc2ccco2)ncnc1NCc1ccco1 | -6% | 6% | -0.6 | 9% | -9% | -31% | 2 | -1%
COc1ccc(C(=O)c2ccc(N3CCN(C(=O)c4ccc(F)cc4)CC3)c(F)c2)cc1Br | 6% | 4% | -0.1 | -14% | -2% | 6% | 17 | -1%
CC(NCCC(Cc1ccccc1)c1ccco1)c1ccccc1 (stereo not drawn) | 4% | -8% | 2.2 | 5% | 5% | 3% | 4 | 30µM*
Cc1ccccc1NC(=O)c1cc2c(=O)n3cccc(C)c3nc2s1 | -10% | -6% | -3.2 | -4% | 7% | -13% | -4 | -15%
O=C(OCC(=O)N1CCN(c2ccccc2)CC1)c1ncc(Cl)c(Cl)c1Cl | 1% | 10% | -1.7 | -1% | 24% | 3% | 4 | 2%
COc1cc(C(=O)O)ccc1OCc1c(C)noc1C | 1% | -8% | -2.6 | 7% | 7% | 8% | -2 | 1%
Cc1cccc(N=C2NC(=O)/C(=C\c3cccs3)S2)c1 | 12% | -8% | -0.1 | -10% | 18% | 23% | -19 | -19%
C=CCNC(=O)c1ccccc1NC(=O)C1CC(=O)N(C(C)C)C1 (stereo not drawn) | -3% | -1% | 0.0 | 5% | 0% | 1% | -1 | -3%
COc1ccc(CC(CC(=O)O)C(=O)Nc2ccc(Cl)c(Cl)c2)cc1 (stereo not drawn) | 2% | 0% | 0.8 | 8% | -18% | 1% | -9 | 0%
COc1ccc(CCc2nnc(CCC(=O)N(C)Cc3ccncc3C)o2)cc1 | 5% | 7% | 1.2 | -3% | -5% | 0% | -12 | -9%
O=C(OCC(=O)N1CCOCC1)c1cc2ccccc2oc1=O | -15% | 6% | 0.0 | 2% | 7% | -6% | 0 | 3%
COc1cc(OC)cc(C(=O)NCC(=O)Nc2ccc(OC)c(Cl)c2)c1 | -14% | -3% | 1.2 | -5% | 22% | -24% | 0 | -4%
Cc1cc(N2C(=O)C(O)=C(C(=O)c3ccco3)C2c2ccc(O)cc2)no1 (stereo not drawn) | 5% | 3% | -0.2 | 6% | 1% | 2% | -11 | -11%
CCCCC[C@@H]1CCCCC[C@H](O)C[C@@H](O)[C@@H](O)/C=C/C(=O)O1 | -13% | -9% | -0.5 | 3% | 29% | -7% | 19 | -15%
COc1ccccc1NS(=O)(=O)c1cccc2cccnc12 | -1% | -6% | 0.2 | 4% | -8% | -5% | -6 | -8%
Cc1cccc(S(=O)(=O)NC(=O)C2(C)CCN2C(=O)Cc2cc(F)ccc2F)c1 (stereo not drawn) | 100µM* | -11% | 2.9 | 9% | -10% | -15% | -73* | -6%
Cc1c(Cl)cccc1NC(=O)C1C2C=CC(C2)C1C(=O)O (stereo not drawn) | 8% | 7% | 0.3 | -21% | 3% | 6% | -5 | -2%
O=C(CSc1ncccn1)Nc1ccc2[nH]c(=O)[nH]c2c1 | -11% | 29% | 3.2 | -22% | -4% | -3% | -20 | -7%

Next section; the last 3 above are carried over.
SMILES | EPAC1 antag | EPAC1 ag | IL2 activator | WRN helicase inh | FUS yeast rescue | Abeta rescue | PI5P4K alpha inh | PLK1 PBD inh
Cc1cccc(S(=O)(=O)NC(=O)C2(C)CCN2C(=O)Cc2cc(F)ccc2F)c1 (stereo not drawn) | 100µM* | -11% | 2.9 | 9% | -10% | -15% | -73* | -6%
Cc1c(Cl)cccc1NC(=O)C1C2C=CC(C2)C1C(=O)O (stereo not drawn) | 8% | 7% | 0.3 | -21% | 3% | 6% | -5 | -2%
O=C(CSc1ncccn1)Nc1ccc2[nH]c(=O)[nH]c2c1 | -11% | 29% | 3.2 | -22% | -4% | -3% | -20 | -7%
Cc1ccc2c(Cl)c(C(=O)NCCCn3ccnc3)sc2c1 | -23% | 21% | 4.0 | -3% | 5% | -4% | 0 | -8%
COc1ccc(C(=O)C2CCCN(Cc3cnc(N4CCOCC4)s3)C2)c(OC)c1 (stereo not drawn) | -21% | 3% | -0.4 | -5% | 16% | -5% | 4 | 0%
COc1cccc(NC(=O)CCNS(=O)(=O)c2ccc3c(c2)oc(=O)n3C)c1 | 2% | 6% | -1.6 | -6% | 5%&9% | -7%&-4% | -2 | -6%
Cc1ccc(NC(=O)c2cc([N+](=O)[O-])ccc2N2CCOCC2)cc1S(=O)(=O)N(C)C | 8% | 2% | -3.8 | -8% | 8% | ? | 3 | 3%
NS(=O)(=O)c1ccc(NC2=CC(=O)C(=O)c3ccccc32)cc1 | ? | 5% | -0.6 | ? | 5% | -35% | -28 | 27µM*
Cc1cccc(C)c1OCCNC(=O)CCC(=O)c1ccccc1 | -2% | -2% | -2.5 | 10% | 8% | -8% | -4 | -1%
Cc1ccc(NC(=O)C2CCN(S(=O)(=O)c3ccc(Cl)c(C(F)(F)F)c3)CC2)nc1 | 0% | -15% | 1.1 | 0% | -4% | 6% | 2 | 5%
CCc1cc(=O)oc2cc(OCC(=O)N(CC)CC)c(Cl)cc12 | -19% | -4% | 1.4 | 5% | -16% | 7% | -4 | -5%
Cn1c(=O)n(C)c2cc(NS(=O)(=O)c3ccccc3[N+](=O)[O-])ccc21 | -13% | 0% | -3.3 | -23% | nt | 5% | -7 | -2%
CCCCc1cc(=O)oc2cc(OCC(=O)NC3CCN(Cc4ccccc4)CC3)ccc12 | 0% | 1% | -1.3 | -7% | 2% | -1% | 5 | -9%
CCN(CC)S(=O)(=O)c1ccc(C(=O)Nc2ccc3c(c2)OCCO3)cc1 | 16% | 6% | -0.1 | -8% | 35% | -8% | nt | -6%
CC(=O)c1ccc(S(=O)(=O)Nc2ccc(-n3cnnn3)cc2)cc1 | 10% | -5% | 1.1 | 5%[11.6 µM] | 11% | -7% | ? | -13%
Cc1ccc(C(=O)COC(=O)c2ccccc2N2C(=O)C3C4CCC(C4)C3C2=O)cc1C (stereo not drawn) | -4% | 0% | 3.6 | -12% | 17% | 9% | nt | 2%
NC(=O)c1c(NC(=O)c2ccc([N+](=O)[O-])o2)sc2c1CCCC2 | 2% | 12% | 1.0 | 4% | -4% | ? | -10 | -9%
CCC1CCc2sc(C(=O)N(C)CC(=O)Nc3cccc(OC)c3)cc2C1 (stereo not drawn) | -6% | 6% | 0.3 | -6% | nt | 9% | 15 | 0%
O=C(NCc1ccccc1)c1cnsn1 | -3% | -4% | 1.0 | -12% | 22% | -2% | nt | 1%
CN1C(=O)/C(=C/c2cc3c(cc2Br)OCO3)NC1=S | 19% | 2% | -0.5 | -9% | 17% | 7% | 6 | -2%
COc1ccc(C2NN=C(c3ccc(C)cc3)S2)cc1OC (stereo not drawn) | 2% | -3% | 1.3 | -2% | 9% | -4% | -5 | 24µM*
COC(=O)NCC12CC3CC(C1)CC(CNC(=O)OC)(C3)C2 | -10% | 2% | -0.1 | 1% | -10% | -3% | -9 | 12µM*
Cc1ccc(S(=O)(=O)Nc2cc3c4c(c2)CC(=O)N4CCC3)cc1 | 9% | 6% | -4.6 | -2% | 42% | 1% | -2 | -4%
CC(=O)c1ccc(NC(=O)Cn2nc(C)c([N+](=O)[O-])c2C)cc1 | 4% | 2% | -0.6 | -3% | 0% | -7% | -5 | 0%
CCN(Cc1ccncc1)Cc1c(O)ccc2cc(Br)ccc12 | -12% | 9% | -0.4 | -26% | -13% | -22% | ? | 11µM*
Cc1ccc(C(=O)NCCCC(=O)O)o1 | 3% | -10% | -0.7 | 5% | 10% | 15% | -1 | -1%
CCc1ccc(S(=O)(=O)N2CC(=O)Nc3ccccc32)cc1 | -11% | 1% | 0.6 | -15% | 14% | 13% | nt | -3%
CCN(CC)CCNC(=O)c1cc2ccccc2nc1Cl | 19% | -9% | -3.3 | 2% | -18% | -11% | 0 | 1%
O=c1[nH]c(=S)[nH]c2nc(-c3cccs3)cc(C(F)(F)F)c12 | 2% | 1% | -0.3 | -25% | 17% | -10% | ? | -18%
